MITF TRPM1 inh: inhibitors of MITF-driven TRPM1 promoter in melanoma cells. SK-MEL-5 TRPM1 promoter luciferase, 24 h. 330,000 tested, 0.83% active. inhibition, % at 12.5 µM;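 active = mean inhibition across replicates of 60% or more, whatever share of single replicates reaches that level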; note: values of inactives mirror those of a sister screen read the other way
hiPSC survival: enhancers of human iPSC single-cell survival; hiPSC single-cell survival, ATPlite luminescence; 100% = ROCK inhibitor wells, 0% = DMSO; AID 602274; 360,000 tested, 0.044% active; survival enhancement, % at 20 µM; in the data active = survival enhancement above about 18%;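 note: cells exposed to compounds for 16 hours before the ATP read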
Shn3 3UTR inh: reduces Shn3 3'UTR luciferase signal in osteoblasts. Clone20 osteoblast Shn3 3'UTR firefly luciferase, 24 h. 360,000 tested, 0.52% active. inhibition, % at 12.5 µM;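 active = mean inhibition of at least 75% with every replicate also reaching 75%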;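 note: 0% = median of neutral control wells and 100% = pilot-screen positive control compound; some compounds past the cut are filed as inactive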
NR2E3 ag-1: NR2E3 (human) agonism. AID 2300. GST-NR2E3/biotin-RetCOR TR-FRET, 1536-well. Q9Y5X4. inhibition of corepressor binding, % at 4.78 µM. 320,000 tested, 0.12% active;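 active = percent inhibition above the cutoff of mean plus 3 SD of all tested compounds, set per screening campaign, cut at about 20% in these data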;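 note: 0% = DMSO wells and 100% = biotin wells as full block of FRET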
Target sequence (Q9Y5X4 whole entry, looked up): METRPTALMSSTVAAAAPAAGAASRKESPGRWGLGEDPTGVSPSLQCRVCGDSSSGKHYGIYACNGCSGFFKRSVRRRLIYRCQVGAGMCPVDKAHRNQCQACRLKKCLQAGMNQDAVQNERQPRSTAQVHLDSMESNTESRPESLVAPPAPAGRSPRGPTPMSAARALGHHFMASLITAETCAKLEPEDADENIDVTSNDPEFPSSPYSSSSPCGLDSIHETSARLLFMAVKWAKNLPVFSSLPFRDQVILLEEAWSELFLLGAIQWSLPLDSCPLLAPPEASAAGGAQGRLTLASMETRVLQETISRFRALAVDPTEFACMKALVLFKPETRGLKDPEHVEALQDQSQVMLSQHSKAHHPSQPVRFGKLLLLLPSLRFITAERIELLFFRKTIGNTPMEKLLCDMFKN
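Material: NR2E3–RetCOR corepressor complex / Incubation: Compound–protein incubation for 5 h at 4 °C / Dosing: compound at 4.8 µM, single dose / Detection: time-resolved FRET / Benchmarks: high control biotin, low control 0.6% DMSO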
CaV13 FRET inh: Primary screen for inhibitors of IQ motif and Ca2+-dependent inactivation inhibitor domain binding in CACNA1D, Förster resonance energy transfer in living cells, …. AID 743397. 340,000 tested, 0.098% active. HEK cells, CFP/YFP FRET ICDI-IQ, plate reader, 10 min; percent FRET-ratio fall versus neutral wells. inhibition, % at 12.3 µM;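 active = mean replicate inhibition of at least 30% and at least 1% of replicates passing that level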;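 note: 0% = median of the neutral control wells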
PDI turbidity: inhibitors of human protein disulfide isomerase | PDI insulin aggregation turbidity, A650, 90 min | P07237 | 350,000 tested, 0.052% active | AID 588391 | inhibition, % at 10 µM;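 active = mean inhibition across replicates of 30% or more, whatever share of single replicates reach that level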;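 note: absorbance from insulin aggregation driven by PDI reduction with DTT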
Target sequence (P07237 whole entry, looked up): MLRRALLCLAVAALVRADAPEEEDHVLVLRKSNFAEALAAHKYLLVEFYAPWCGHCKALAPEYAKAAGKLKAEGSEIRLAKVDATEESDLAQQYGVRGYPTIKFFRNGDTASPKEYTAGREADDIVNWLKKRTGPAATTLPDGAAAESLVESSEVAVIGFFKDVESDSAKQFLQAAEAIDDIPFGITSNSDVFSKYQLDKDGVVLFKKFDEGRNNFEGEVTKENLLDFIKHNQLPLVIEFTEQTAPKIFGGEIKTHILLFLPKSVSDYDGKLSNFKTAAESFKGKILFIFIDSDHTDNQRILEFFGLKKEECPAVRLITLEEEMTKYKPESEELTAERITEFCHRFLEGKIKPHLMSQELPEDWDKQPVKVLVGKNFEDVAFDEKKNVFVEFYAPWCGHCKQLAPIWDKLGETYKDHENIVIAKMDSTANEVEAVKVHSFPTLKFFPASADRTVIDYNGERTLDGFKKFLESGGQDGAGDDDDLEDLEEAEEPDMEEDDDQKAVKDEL
Cardio protect: myocardial damage modulation in H9c2 cells; H9c2 cardiomyocytes, H2O2 injury protection, ATPLite, 2 h; protection from H2O2 cell death, % at 20 µM; 360,000 tested, 0.63% active; AID 588492;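 active = compounds giving at least 50% protection of heart cells from peroxide-induced death in the single-dose screen, raw or plate-pattern-corrected value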;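 note: 0% = DMSO wells with peroxide and 100% = DMSO wells without peroxide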
NR2E3 ag-2: agonists of human NR2E3 nuclear receptor; AID 602229; CHO-S Gal4-NCOR/VP16-NR2E3 two-hybrid, luciferase; Q9Y5X4; 360,000 tested, 0.35% active; inhibition of corepressor binding, % at 3.98 µM;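 active = inhibition above the mean of all tested compounds plus 3 SD, cut at about 70% in these data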;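 note: 0% = DMSO with NR2E3 transfected cells and 100% = cells lacking NR2E3 construct; higher means lower luciferase signal from less NR2E3 corepressor binding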
m5-HT2A agonist: mouse HTR2A agonism via beta-arrestin recruitment. 360,000 tested, 0.66% active. CHO-K1 mHTR2A beta-arrestin complementation, luminescence; percent of 30 µM serotonin response. P35363. activation, % at 7.6 µM;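 active = activation above a run cutoff, the mean activation of all tested compounds plus 3 SD, cut at about 14% in these data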;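 note: 0% = plate median of compound wells and 100% = 30 µM serotonin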
HIF-2a inh: HIF-2a inhibition; 360,000 tested, 0.72% active; inhibition, % at 18.8 µM; 786-0 RCC cells HIF-2a reporter, luciferase luminescence, overnight; AID 624352;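 active = inhibition of the luminescence signal of 40% or more relative to plate controls, in a single-dose primary screen at 18.75 µM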
Peg3 prom inh: inhibitors of Peg3 promoter; 360,000 tested, 1.7% active; HeLa PEG-Prom luciferase reporter, luminescence, overnight; inhibition, % at 20 µM;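 active = inhibition of at least 50% at 20 µM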
* hit, by the source's call; nt = no result given; & = joins results of further samples. Rows were taken by chance, and some 3.9% of all compounds hit somewhere here.

SMILES | MITF TRPM1 inh | hiPSC survival | Shn3 3UTR inh | NR2E3 ag-1 | CaV13 FRET inh | PDI turbidity | Cardio protect | NR2E3 ag-2 | m5-HT2A agonist | HIF-2a inh | Peg3 prom inh
Cc1c(O)ccc2cc(S(=O)(=O)c3ccccc3)c(=O)oc12 | -7 | -0.1 | -5 | 1 | 34* | 24 | 7 | 28 | -1 | 16 | 8
CCOc1[nH]n(-c2ccccc2)c(=O)c1C=Nc1ccc(C(=O)OC)cc1 | -4 | -0.6 | -18 | 0 | -4 | -5 | 0 | 3 | 0 | 8 | 11
CCn1c(-c2ccccc2Cl)nn(CC(=O)Nc2cc(Cl)ccc2Cl)c1=S | 4 | -5.7 | 18 | 4 | nt | -6 | -3 | 15 | 0 | 29 | 1
CC1CC(C)CN(C(=O)C2CCN(S(=O)(=O)N3CCC4(CC3)OCCO4)CC2)C1 (stereo not drawn) | 0 | -0.5 | -22 | -4 | -7 | -9 | -3 | -11 | -3 | 6 | 4
COc1ccccc1NC(=O)COC(=O)c1oc2ccccc2c1C | 9 | 0.7 | -3 | -1 | nt | 4 | -3 | -12 | 2 | 14 | -14
Cc1cccc(CN2CCN(CC(C)C)C(CCO)C2)n1 (stereo not drawn) | 3 | -0.6 | 9 | -1 | -6 | -14 | 4 | -13 | 1 | 16 | 12
CC1=C(CC(=O)c2ccccc2)C(=O)c2ccccc2C1=O | 66* | -2.6 | 2 | -2 | -3 | -2 | -13 | 55 | -3 | -159 | -132
CCCC[n+]1ccn(C2=C([O-])c3ccccc3C(=O)/C2=N\S(=O)(=O)c2ccc(Br)cc2)c1 | 94* | -0.8 | 45 | 3 | -4 | 8 | -27 | 22 | 0 | 1 | 9
NC(=S)n1[nH]c(-c2ccccc2)c(N=Nc2ccccc2C(=O)N2CCOCC2)c1=O | 3 | -0.5 | -3 | 0 | -6 | -2 | -1 | -42 | -4 | 3 | 9
CCOc1ccccc1C(C(=O)NC1CCCC1)N(Cc1ccco1)C(=O)CNC(=O)c1ccco1 (stereo not drawn) | -5 | 0.1 | 17 | -3 | nt | 4 | 2 | -1 | 3 | 14 | -4
COc1ccc(CNc2nc3c(c(=O)n(Cc4ccc(Cl)cc4)c(=O)n3C)n2C)cc1 | 33 | 0.6 | 42 | 1 | -5 | -5 | -6 | 13 | 1 | 22 | 11
OCC[C@@H]1C[C@@H](O)[C@H](O)[C@]2(Cc3ccccc3CO2)O1 | -3 | -1.1 | -11 | 3 | -9 | 12 | 11 | -30 | 1 | 12 | 6
COC(=O)NCC(c1cccnc1)N1CCOCC1 (stereo not drawn) | 4 | 0.8 | -3 | 5 | -7 | nt | 3 | -15 | -1 | 6 | 6
COC1=C(OC)C(=O)C(Sc2ccc3ccccc3c2)=CC1=O | 33 | 3.5 | 87* | nt | -2 | 7 | -21 | 84* | 1 | 49* | 64*
CCCCN1C(=O)c2ccc(C(=O)NC3(C)CCS(=O)(=O)C3)cc2C1=O (stereo not drawn) | 2 | 0.8 | -18 | 1 | -5 | 4 | 4 | 7 | 1 | 8 | -5
CCc1ccc(/C=N/NC(=O)c2cc(C3CC3)nc3ccc(Br)cc23)s1 | 28 | 1.4 | 44 | 3 | -4 | 0 | 20 | -19 | -7 | 13 | 25
O=C(COC(=O)c1ccccc1-c1nc2ccccc2s1)Nc1ccccc1C(F)(F)F | 14 | -0.4 | 17 | 1 | -4 | -6 | -3 | -15 | 2 | 3 | 6
NC(=O)c1sc2nc(N3CCOCC3)c3c(c2c1N)CCCC3 | -6 | -2.1 | 12 | 12 | nt | 4 | 7 | -6 | 0 | 12 | -19
O=c1[nH]c2cccnc2n1Cc1ccco1 | 7 | 1.8 | -13 | 4 | -7 | 15 | 3 | -2 | 0 | -10 | 7
Cc1ccc(SCC(=O)OCC(=O)NCCc2ccccc2)cc1C | -4 | 0.0 | 10 | 0 | -6 | 3 | 6 | -29 | -6 | 1 | -5

Compound profiles, as listed above.
Record of CCCCN1C(=O)c2ccc(C(=O)NC3(C)CCS(=O)(=O)C3)cc2C1=O (stereo not drawn) → MITF TRPM1 inh: 2; hiPSC survival: 0.8; Shn3 3UTR inh: -18; NR2E3 ag-1: 1; CaV13 FRET inh: -5; PDI turbidity: 4; Cardio protect: 4; NR2E3 ag-2: 7; m5-HT2A agonist: 1; HIF-2a inh: 8; Peg3 prom inh: -5
Record of Cc1c(O)ccc2cc(S(=O)(=O)c3ccccc3)c(=O)oc12 → MITF TRPM1 inh: -7; hiPSC survival: -0.1; Shn3 3UTR inh: -5; NR2E3 ag-1: 1; CaV13 FRET inh: 34*; PDI turbidity: 24; Cardio protect: 7; NR2E3 ag-2: 28; m5-HT2A agonist: -1; HIF-2a inh: 16; Peg3 prom inh: 8

Further compounds:
SMILES | MITF TRPM1 inh | hiPSC survival | Shn3 3UTR inh | NR2E3 ag-1 | CaV13 FRET inh | PDI turbidity | Cardio protect | NR2E3 ag-2 | m5-HT2A agonist | HIF-2a inh | Peg3 prom inh
O=C1OC(COCC#Cc2ccccc2)CN1c1ccccc1 (stereo not drawn) | nt | -1.6 | 5 | nt | -5 | -4 | -4 | -15 | -7 | -26 | -12
COc1ccc(C2N(c3ccccc3)CCN2c2ccccc2)cc1O | -18 | 0.9 | 3 | 2 | -4 | -1 | -20 | -28 | 0 | -86 | -30
COc1ccc(C2C(C#N)=C(N)N(c3ccccc3)C3=C2C(=O)CCC3)cc1Cn1cc([N+](=O)[O-])cn1 (stereo not drawn) | 19 | -1.2 | -1 | 4 | -2 | -53 | -3 | -13 | -6 | 17 | 26
Cc1nn(CC(=O)N2CCC(C)CC2)c(=O)c2cccn12 | 1 | -0.4 | 9 | 0 | -2 | -11 | 4 | -5 | -4 | 9 | -3
C=CCN1C(=O)CSc2ccc(C(=O)NCc3ccco3)cc21 | 4 | -3.1 | -1 | 1 | -8 | -4 | 0 | 14 | 0 | 11 | 4
O=[N+]([O-])c1cc(S(=O)(=O)N2CCCC2)ccc1OCc1ccccc1 | -1 | -0.5 | 12 | 0 | -3 | 24 | -5 | -1 | -6 | -5 | 1
COc1ccc(Nc2nc(N3CCOCC3)nc(N3CCOCC3)n2)c(OC)c1 | -15 | -0.2 | -4 | 7 | -2 | -3 | 2 | 16 | 0 | 16 | -16
O=C1N(c2ccccc2)C[C@@H]2C[C@@H](c3cc4ccccc4o3)N3CCC[C@@]123 | 40 | -5.2 | 97* | nt | -5 | 5 | 2 | 78* | -2 | -8 | 105*
O=c1oc2ccccc2nc1/C=C(\O)c1ccc(Br)cc1 | -12 | -0.6 | nt | -2 | nt | 2 | -11 | -31 | -1 | 0 | -6
CCCCCCSc1ccc(-c2nc3cc(C)ccn3c2NC2CCCCC2)cc1 | 5 | 2.4&-2.0 | 64 | nt | -5&-13 | 2 | -19 | -26&1 | -5&-2 | -12&-4 | 28
CCOCCCNC(=O)C(NC(=O)c1ccc(=O)[nH]c1)c1ccc(C)cc1 (stereo not drawn) | 0 | -1.0 | 6 | 2 | -6 | -15 | 9 | 15 | -2 | 9 | 9
O=C(N/N=C\c1ccc(Cl)cc1)C1=NOC2COC3(CCN(c4ccc([N+](=O)[O-])cc4)CC3)OCC12 (stereo not drawn) | 30 | 0.8 | 30 | 0 | -7 | -4 | -11 | 3 | 5 | 19 | 8
O=C1CCN(S(=O)(=O)c2ccccc2)CCN1CCOCc1ccccc1 | 6 | 6.7 | 3 | -2 | -10 | -2 | -2 | -4 | -2 | -3 | -8
N#CC(C(=O)NC1CC1)c1nc2ccccc2nc1N1CCCC1 (stereo not drawn) | -3 | -2.0 | 11 | 3 | 2 | 7 | 1 | 0 | 5 | 1 | 17
O=C(NNS(=O)(=O)c1ccc(F)cc1)C1CCN(S(=O)(=O)c2ccccc2)CC1 | 2 | -0.9 | -1 | 3 | -4 | -1 | 12 | -13 | -2 | 12 | -3
CCOCCCNC(=O)c1ccccc1NC(=O)C1=C(C)OCCS1 | -2 | 0.4 | -1 | 0 | -4 | -7 | 2 | 11 | 9 | 17 | -5
CCN1CCN(CC(O)COC(C)C)CC1 (stereo not drawn) | -8 | 1.3 | -1 | 4 | -2 | 1 | 5 | 3 | -1 | 17 | -3
COc1ccc(C)cc1S(=O)(=O)N1CCN(C)CC1c1ccccc1 (stereo not drawn) | -1 | 1.7 | 7 | 1 | -6 | 3 | 1 | 21 | -1 | 19 | 7
CCc1cccc(NS(=O)(=O)c2csc(C(N)=O)c2)c1 | 6 | -0.3 | 30 | -1 | -17 | -1 | -14 | 19 | 6 | 15 | 11
COc1ccc(C(=O)/C=C(\C)NCc2ccc3c(c2)OCO3)cc1 | -9 | -2.0 | -6 | -3 | nt | -3 | 3 | -21 | -6 | -38 | -30
COc1ccccc1N1CCN(C(=O)CCCCn2c(=O)[nH]c3ccsc3c2=O)CC1 | nt | -1.5 | 2 | 1 | -7 | nt | 28 | -31 | -4 | 10 | 7
OCC1(Cc2ccc(F)cc2)CCCN(CCc2ccccc2)C1 (stereo not drawn) | 2 | -0.8 | -4 | 1 | -2 | -6 | 0 | -3 | -9 | 10 | 3
O=C(C[n+]1cccc(C(=O)Nc2ccccc2)c1)c1ccccc1 | nt | -0.8 | nt | nt | -12 | nt | nt | -7 | -2 | -3 | nt
CCNC(=O)c1ccccc1SCC(=O)Nc1ccc(F)cc1 | 10 | 0.8 | 9 | -2 | -15 | 6 | 12 | -4 | 7 | 3 | 7
COc1cccc(/C=N/Nc2cc(C)nc(-c3ccccc3O)n2)c1O | 15 | -0.8 | 87* | 0 | -5 | 2 | 1 | -6 | -5 | -119 | 80*
O=C(c1[nH]ncc1[N+](=O)[O-])N1CCOCC1 | 5 | -0.4 | 8 | 3 | -2 | 9 | 13 | -6 | 2 | 4 | 13
Nc1cc(S(=O)(=O)Nc2cc(Cl)ccc2Cl)ccc1N1CCOCC1 | 18 | -0.2 | 24 | -3 | -5 | -3 | -16 | 53 | 3 | 11 | 13
O=C(CN1CCN(Cc2ccccc2Cl)C1=O)NCc1cccnc1 | -2 | 1.3 | 11 | 3 | 4 | -1 | -6 | -7 | 1 | 13 | 13
O=C(CCCCCn1c(=O)[nH]c2ccsc2c1=O)NCc1ccc(F)cc1 | 4 | -2.4 | 7 | -1 | -6 | 2 | -3 | -6 | 2 | 11 | -17
CCCNC(=O)c1nc(C)c(C)nc1C(=O)Nc1cccc(Cl)c1 | 11 | -1.2 | 6 | -2 | -3 | -9 | -1 | -20 | -1 | 12 | 2
COc1cccc(NC(=O)NC2CCN(Cc3nnnn3Cc3ccc4c(c3)OCO4)CC2)c1 | 8 | -0.5 | -2 | 4 | -7 | -4 | -3 | -37 | 0 | 8 | 30
COc1ccc(CC(=O)Nc2nc3ccccc3s2)cc1S(=O)(=O)N1CCOCC1 | 1 | -1.0 | -6 | -1 | -4 | 0 | -2 | 21 | -3 | -5 | -7
CCOC(=O)c1[nH]c(C)c(C(=O)Nc2ccc(F)cc2)c1C | nt | 2.4 | -18 | 4 | 0 | nt | 19 | -32 | 0 | -32 | -16
N#Cc1ccc(-c2cn3c(n2)SCC3)cc1 | -63 | -0.2 | -33 | nt | -5 | 8 | -5 | -58 | -5 | -170 | -144

From PubChem BioAssay
